# SSB-PriA inh = blocks PriA binding to SSB C-terminal tail. actives 0.6% (n = 430,000). AlphaScreen SSBct-PriA binding, biotinylated peptide. inhibition, % at 33 µM; in the data active = inhibition mostly above about 37%, no sharp cut-off; inactive = mostly below about 20%;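 also: plate controls were negative control peptide for no effect and reference peptide for full effect; strong numbers were not always called active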
# BH1578 lux ind = inducers of Vibrio cholerae quorum light production without autoinducers; activation, % at 18.7 µM; AID 588436; V. cholerae BH1578 lux reporter, luminescence, 6 h; actives 0.16% (n = 350,000); in the data active = activation mostly above about 9.7%, no sharp cut-off; also: not every result past the cut was called active; inactives centre near 0; reference of the scale not given here
# VHR inh abs = inhibitors of human VHR1 phosphatase (DUSP3). actives 0.52% (n = 290,000). P51452. AID 1654. inhibition, % at 13.3 µM. recombinant VHR phosphatase, pNPP absorbance; in the data active = inhibition above about 50%; also: some compounds called inactive have numbers as strong as hits
# Target sequence (P51452 whole entry, looked up): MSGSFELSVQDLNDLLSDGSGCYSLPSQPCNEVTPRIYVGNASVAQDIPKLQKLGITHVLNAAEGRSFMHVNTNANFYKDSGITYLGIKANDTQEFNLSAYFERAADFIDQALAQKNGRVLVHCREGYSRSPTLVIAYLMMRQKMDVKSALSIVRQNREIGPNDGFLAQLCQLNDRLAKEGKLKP
# Yp Topo-I inh = blocks Yersinia pestis topoisomerase I activity; AID 504884; activity, % at 10 µM; Y. pestis Topo-I cleavage product accumulation, plate reader; actives 0.064% (n = 360,000); in the data active = activity above about 50%, passing the limit was not always enough; also: inactives centre near 2
# PrPC surface inh = cell surface PrPC inhibition, primary TR-FRET screen; TR-FRET read-out; inhibition, % at 13.8 µM; actives 0.43% (n = 370,000); P04156; in the data active = inhibition above about 24%; also: 0% = median of the test wells and 100% = reference compound wells
# Rv3671c protease = Rv3671c (M. tuberculosis) protease inhibition | P9WHR9 | inhibition, % at 5.96 µM | actives 0.048% (n = 320,000); in the data active = inhibition above about 38%;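 also: extracellular domain of Rv3671c used as enzyme; 0% = enzyme with DMSO and 100% = no enzyme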
# Target sequence (P9WHR9 whole entry, looked up, the tested form may be a part): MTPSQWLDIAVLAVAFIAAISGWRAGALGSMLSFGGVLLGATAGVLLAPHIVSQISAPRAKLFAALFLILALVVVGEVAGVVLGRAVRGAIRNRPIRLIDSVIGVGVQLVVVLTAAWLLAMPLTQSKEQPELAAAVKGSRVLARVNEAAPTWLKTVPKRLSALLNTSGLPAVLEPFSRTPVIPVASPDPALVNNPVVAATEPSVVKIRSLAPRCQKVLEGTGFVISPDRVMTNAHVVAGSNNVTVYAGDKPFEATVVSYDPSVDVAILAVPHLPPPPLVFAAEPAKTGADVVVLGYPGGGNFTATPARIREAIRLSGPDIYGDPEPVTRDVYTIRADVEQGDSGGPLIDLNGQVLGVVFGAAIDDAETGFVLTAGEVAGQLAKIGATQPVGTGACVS
# SARS 3CLpro inh = SARS-CoV 3CLpro protease inhibition; P0C6X7; recombinant SARS-CoV 3CLpro, quenched FRET peptide cleavage; inhibition, % at 6 µM; actives 0.14% (n = 290,000); AID 1706; in the data active = inhibition above about 12%
# TcdB inh = inhibitors of Clostridioides difficile toxin B glycohydrolase; P18177; TcdB glycohydrolase enzymatic assay, plate reader; inhibition, % at 9.99 µM; actives 0.24% (n = 350,000); AID 652162; in the data active = inhibition above about 10%
# CCHFV vOTU inh = CCHFV vOTU protease inhibition. inhibition, % at 11.5 µM. Pep-AMC fluorescence. AID 651958. actives 0.55% (n = 370,000); in the data active = inhibition above about 30%; also: 0% = vehicle wells with enzyme and 100% = no enzyme wells
# MazEF act = MazEF (E. coli) toxin RNase activation. P0AE70. FAM/BHQ RNA-DNA oligo cleavage fluorescence, 5 h. activation, % at 20 µM. actives 0.32% (n = 350,000). AID 504720; in the data active = activation above about 50%
# Target sequence (P0AE70 whole entry, looked up): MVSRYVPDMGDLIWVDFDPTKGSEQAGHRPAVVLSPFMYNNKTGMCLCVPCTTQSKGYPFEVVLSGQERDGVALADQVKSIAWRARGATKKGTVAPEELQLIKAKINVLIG
# Active calls of the source: *; i = inactive; . = no result given.
SMILES,SSB-PriA inh,BH1578 lux ind,VHR inh abs,Yp Topo-I inh,PrPC surface inh,Rv3671c protease,SARS 3CLpro inh,TcdB inh,CCHFV vOTU inh,MazEF act
O=C(C1CC(=O)N(c2ccc(F)cc2)C1)N1CCCCCC1 (stereo unspecified),2,i,0,-6,4,3,3,0.5,3,13
CC1(C(=O)NS(=O)(=O)c2ccc(F)cc2F)CCN1C(=O)Cc1ccc(-c2ccccc2)cc1 (stereo unspecified),.,-0.3,.,6,7,.,.,-5.0,22,.
COCCSc1nnc(NC(=O)c2ccc(OC)c([N+](=O)[O-])c2)s1,-15,-0.4,-8,7,0,2,-3,0.7,7,2
Cc1ccc(NC(=O)C(C)SCc2ccccc2)cc1 (stereo unspecified),-32,1.3,-1,3,-2,1,-3,0.2,5,1
CC1CCCC(NC(=O)COC(=O)c2ccc(Br)o2)C1C (stereo unspecified),-3,i,.,9,2,3,.,0.2,-5,7
CCOc1cc(/C=N/NC(=O)c2ccncc2)ccc1OS(C)(=O)=O,.,-0.6,9,11,3,-4,2,.,-12,-1
COCCOC(=O)C1=C(C)NC(=O)NC1c1c(F)cccc1Cl (stereo unspecified),-16,i,8,6,-2,-1,5,1.3,-10,-1
COC(=O)C1=C(C)N(c2ccc(Cl)cc2)/C(=C/c2cccs2)C1=O,-17,-0.3,5,3,5,-3,-1,.,-10,7
CCN(CC)CCNC(=O)c1cc2c(-c3ccc(Cl)cc3)nn(C)c2s1,-2,-0.6,19,-13,-10,-4,-13,5.6,-47,-12
CSc1nnc(-c2ccc(Cl)cc2Cl)o1,-3,.,43,2,5,-5,-8,0.0,-15,1
CC(OC(=O)C1=Cc2ccccc2OC1)C(=O)NCC1CCCO1 (stereo unspecified),11,-4.0,.,-2,4,.,.,1.0,17,-17
CCOC(=O)C1C(c2cccnc2)NC(=O)NC1(O)C(F)(F)F (stereo unspecified),-12,0.6,13,3,3,2,3,0.7,0,3
CCOC(=O)Cc1nnc(NC(=O)CSc2nnc3c4ccccc4n(C(C)C)c3n2)s1,-17,-0.4,13,23,-4,-10,-3,.,8,4
CCOc1ccc(C(=O)CC(C(=O)O)N2CCN(Cc3ccccc3)CC2)cc1 (stereo unspecified),2,i,.,0,.,2,.,.,.,7
O=[N+]([O-])c1cccc(S(=O)(=O)NCCCn2ccnc2)c1,53*,i,19,28,-12,-3,-7,0.2,9,-6
Cc1cc2ncn(/N=C/c3ccc(-c4ccccc4)o3)c2cc1C,.,1.3,7,-12,-2,-3,5,-1.5,14,13
Cc1cc(-c2nnc(-c3ccccc3)c(-c3ccccc3)n2)c(C)o1,8,-3.1,14,-4,-17,-2,-1,.,-6,7
O=C(COC(=O)CC1CCCC1)Nc1ccc(OC(F)F)cc1,-30,1.6,13,6,-6,8,3,1.4,22,7
CCCCNc1c(-c2cccc(-c3cc(C(C)=O)cs3)c2)nc2cc(C)ccn12,38,-0.1,.,1,1,6,.,.,10,-7
CCCCn1nnc(NC(=S)NC(=O)c2cccs2)n1,11,-0.1,13,0,-4,0,-5,-0.1,2,-4
NC(=O)C1CCN(S(=O)(=O)c2cc3c4c(c2)CCN4C(=O)CC3)CC1,-9,-1.1,.,-9,-6,6,.,3.1,-11,-3
OCCn1nc2c3ccccc3nc-2n(-c2ccccc2)c1=S,11,i,40,4,-5,-8,-6,.,-15,8
O=C1c2ccccc2C(=O)N1CCCCSc1nc2ccccc2c(=O)n1CCCN1CCOCC1,-3,-1.0,10,6,-4,-1,-3,2.2,0,-12
Cc1ccc(/C=N/NC(=O)c2cccc(S(=O)(=O)Nc3cccc(Cl)c3)c2)o1,.,i,22,0,-3,-22,4,-0.3,-4,-4
NC1=NC(c2ccccc2Cl)n2c(nc3ccccc32)N1 (stereo unspecified),-1,i,3,-3,-8,9,-4,.,-9,3
CC(Sc1ccc(Cl)cc1)C(=O)N(C)CC(=O)Nc1ccc(N2CCOCC2)cc1 (stereo unspecified),6,i,.,17,5,2,.,-0.9,-1,3
CCOc1cc(S(=O)(=O)N2CCC(Cc3ccccc3)CC2)c(OCC)cc1-n1cnnn1,3,i,13,2,-1,6,-2,.,-5,-2
O=C(/C=C/c1ccc2c(c1)OCO2)Nc1nc2ccc(F)cc2s1,0,-2.1,7,-2,-1,-7,-2,-0.3,1,-82
CC(C)CCNC(=O)C1CCN(S(=O)(=O)c2ccc3c(c2)CCC(=O)N3)CC1,-8,-0.5,11,-7,2,1,2,-0.6,-5,3
OCCC1CN(Cc2cccc3nccnc23)CCN1Cc1ccc(F)cc1 (stereo unspecified),-5,-2.6,21,5,-10,11,-1,0.1,15,5
O=C(NCCCN1CCOCC1)c1cccnc1SCc1ccccc1Cl,2,-0.3,1,-5,-5,1,5,0.3,1,1
C=CCn1c(C)cc(C2=NNC(=Nc3ccc(C)cc3)SC2)c1C,11,-0.3,-1,0,-2,10,2,0.3,6,2
Cc1nccn1-c1c2c(c(C#N)c3nc4ccccc4n13)CCCC2,-5,-0.2,.,7,5,.,.,1.6,-3,15
CCCCCCCC(=O)NN1CCOCC1,-9,2.8,37,-5,4,-3,0,.,9,2
Cc1[nH]n(C(N)=S)c(=O)c1N=Nc1cccc([N+](=O)[O-])c1C,3,1.5,17,-7,.,13,-6,.,.,1
Cc1nc(C(=O)Nc2cc(F)cc(Cl)c2)sc1C1(C)CC(c2ccccc2)=NO1 (stereo unspecified),-37,0.0,.,12,16,-2,.,-0.3,-7,4
O=C(Nc1ccc(F)cc1)Nc1ccc([N+](=O)[O-])cn1,-11,-0.2,14,5,13,-5,1,-5.0,-4,7
COc1ccc(C2c3cc(OC)c(OC)cc3CCN2C2CC(=O)N(c3ccccc3)C2=O)cc1OC (stereo unspecified),0,-0.4,0,15,-6,-4,-1,.,29,-1
CC1(C(=O)N/N=C/c2ccccc2)CC1(Cl)Cl (stereo unspecified),.,0.0,26,4,-3,-10,-2,3.0,-2,0
CN(C)C(CNC1CC(C)(C)NC(C)(C)C1)c1cccc(F)c1 (stereo unspecified),-3,i,60,-5,2,0,2,0.8,0,9
CCc1ccc(-c2nc(SCC(=O)N(CCOC)c3c(N)n(Cc4ccccc4)c(=O)[nH]c3=O)n[nH]2)cc1,-8,-0.1,12,16,7,-16,-1,-0.2,9,5
C#Cc1ccc(C(=O)NCc2ccc(N3CCCC3=O)cc2)cc1,-2,-0.4,24,-7,14,-1,3,-6.8,9,4
CCC(=O)N1CCC1(C)C(=O)Nc1ccccc1 (stereo unspecified),.,i,.,5,2,.,.,1.3,0,.
Cn1c(SCC(=O)N2CCCC2)nnc1-c1ccc2c(c1)OCO2,-7,-0.1,21,-3,-5,1,1,1.1,-2,3
Cc1ccc(S(=O)(=O)N(C)C)cc1NC(=O)/C=C/c1cccs1,8,-0.2,-4,-1,-1,1,-4,.,6,0
COC(=O)c1ccc(-n2cnc3ccccc32)nc1,-17,-0.3,9,-7,-3,-3,2,1.1,7,-3
Fc1ccccc1COc1ccc(/C=N/n2cnnc2)cc1,.,-0.1,17,2,5,3,7,.,-9,-3
O=C(Nc1ccc2c(c1)OCCO2)c1ccccn1,-8,-0.1,13,4,-11,-8,7,-0.2,-5,4

# Among those listed so far, these contain an aryl methoxy group:
SMILES,SSB-PriA inh,BH1578 lux ind,VHR inh abs,Yp Topo-I inh,PrPC surface inh,Rv3671c protease,SARS 3CLpro inh,TcdB inh,CCHFV vOTU inh,MazEF act
COCCSc1nnc(NC(=O)c2ccc(OC)c([N+](=O)[O-])c2)s1,-15,-0.4,-8,7,0,2,-3,0.7,7,2
COc1ccc(C2c3cc(OC)c(OC)cc3CCN2C2CC(=O)N(c3ccccc3)C2=O)cc1OC (stereo unspecified),0,-0.4,0,15,-6,-4,-1,.,29,-1

# Profiles from above. Screens in order: SSB-PriA inh	BH1578 lux ind	VHR inh abs	Yp Topo-I inh	PrPC surface inh	Rv3671c protease	SARS 3CLpro inh	TcdB inh	CCHFV vOTU inh	MazEF act
# Profile of C#Cc1ccc(C(=O)NCc2ccc(N3CCCC3=O)cc2)cc1 = -2	-0.4	24	-7	14	-1	3	-6.8	9	4
# Profile of CCc1ccc(-c2nc(SCC(=O)N(CCOC)c3c(N)n(Cc4ccccc4)c(=O)[nH]c3=O)n[nH]2)cc1 = -8	-0.1	12	16	7	-16	-1	-0.2	9	5
# Profile of Cn1c(SCC(=O)N2CCCC2)nnc1-c1ccc2c(c1)OCO2 = -7	-0.1	21	-3	-5	1	1	1.1	-2	3
# Profile of Cc1ccc(S(=O)(=O)N(C)C)cc1NC(=O)/C=C/c1cccs1 = 8	-0.2	-4	-1	-1	1	-4	.	6	0
# Profile of O=C(Nc1ccc2c(c1)OCCO2)c1ccccn1 = -8	-0.1	13	4	-11	-8	7	-0.2	-5	4

# Following part.
SMILES,SSB-PriA inh,BH1578 lux ind,VHR inh abs,Yp Topo-I inh,PrPC surface inh,Rv3671c protease,SARS 3CLpro inh,TcdB inh,CCHFV vOTU inh,MazEF act
CCOC(=O)C1CCCN(c2oc(-c3ccc(F)cc3)nc2C#N)C1 (stereo unspecified),21,-0.4,7,0,3,-8,-4,-0.3,-11,-5
CCN1C(=O)NC(c2cc(Br)ccc2OC)C(C(=O)OC)=C1C (stereo unspecified),-10,0.9,13,-2,1,0,-6,.,3,-3
O=C(CSc1n[nH]c(=O)n1-c1cccnc1)Nc1ccccc1Cl,5,-0.8,0,1,0,-6,2,0.5,14,5
COc1ccc(/C=N/NC(=O)C(=O)/C=C2\NC3(CCCC3)Cc3ccccc32)cc1,.,-0.1,0,5,-5,-29,4,0.8,4,6
O=C(NCC1CC1)C1Cc2c(-c3cccc(F)c3)ccnc2O1 (stereo unspecified),.,-5.6,.,11,-6,.,.,0.1,2,.
Cc1ccc2cc3cc(C(=O)NC4CCCCC4)oc3nc2c1,3,-0.5,-5,-1,3,1,4,-0.2,-15,10
Fc1ccc(NC(=S)NCCc2ccccc2)c(F)c1F,-22,3.2,18,4,11,-1,5,.,-14,7
CC(C)c1ccc(NC2CCCN(C(=O)c3cccnc3)C2)cc1 (stereo unspecified),4,i,-2,5,2,2,0,-1.6,-1,8
N#CCC(CNc1ncc(C(F)(F)F)cc1Cl)OC(=O)c1ccc(Cl)cc1Cl (stereo unspecified),-6,i,-4,14,-8,-15,-3,1.3,6,-26
CC(C)COc1nc2c(c(=O)n(C)c(=O)n2C)n1C,-4,0.6,41,5,8,-1,-4,1.6,9,1
CC(C)NC(=O)Cn1c(SCC(=O)N2c3ccccc3CC2C)nc2ccccc21 (stereo unspecified),0,-0.2,17,22,1,5,-1,.,-12,1
Cc1ccc(OCc2nnnn2-c2ccccc2)cc1,-21,-0.2,0,-8,4,1,4,1.7,0,-1
O=C1CN2C(=Nc3ccc(Br)cc3C2c2ccccc2)CCN1 (stereo unspecified),-13,i,29,-4,-7,-4,-3,.,-4,-8
CC(=O)N/C(=C/C(C)C)c1ccccc1,-9,i,.,0,5,10,.,0.0,-12,5
COc1ccc(CN(CC(=O)NCc2ccco2)C(=O)CCC(=O)Nc2ccccn2)cc1,-2,-3.3,4,0,-9,6,2,.,10,3
O=C(O)C1C2C=CC(O2)C1C(=O)Nc1ccccn1 (stereo unspecified),-5,7.1,.,2,-1,.,.,0.5,-9,-8
Cc1onc(-c2ccccc2)c1C(=O)OCC(=O)NC(C)c1ccc(Cl)cc1 (stereo unspecified),-17,-2.5,.,12,13,-3,.,-7.1,15,4
NC1=NC(=Nc2cccc(S(N)(=O)=O)c2)c2ccccc21,-4,i,6,-1,10,12,-8,0.0,-11,4
CCOc1ccc(S(=O)(=O)N2CCCC2)cc1,-18,-0.6,-12,7,1,2,1,.,-10,3
Cc1[nH]nc(-c2ccc(O)c(C)c2O)c1-c1cnn(-c2ccccc2)c1,18,-0.2,-4,12,1,4,5,-0.9,-27,27
CC(CNC(=O)CN1C(=O)NC2(CCCCC2)C1=O)c1ccccc1 (stereo unspecified),-1,i,.,5,-4,1,.,8.1,8,-1
COc1ccc(NC(=O)CN(C)C(=O)C(C)Oc2ccc(Br)cc2)cc1 (stereo unspecified),2,i,.,13,-4,1,.,1.4,5,-3
Cc1ccc(C(=O)N2CC(C)SC2=Nc2cccc(S(=O)(=O)N(C)C)c2)cc1 (stereo unspecified),2,-1.7,4,-4,1,2,1,.,1,-1

# High-throughput results as filed in PubChem.

# Not all compounds are listed (hit frequency here may not be typical).
